Screening results deposited in PubChem BioAssay by several laboratories.
RGS4 pot – potentiators or activators of RGS4 | B-score at 10 µM | HEK293 M3R/inducible RGS4, carbachol calcium flux Fluo4; active compounds read low | 310,000 tested, 0.92% active;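 active = B-score of the integrated calcium signal more than 4 SD below the library mean, with starting fluorescence not abnormally high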;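 also: negative B-score means reduced calcium response which marks RGS4 activation or potentiation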
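System: HEK293 FlpIn-TREx cells, stable M3R, doxycycline-inducible RGS4. Timing: overnight RGS4 induction, 30 min dye load 37 °C, 20 min compound RT. Also added: carbachol, ECmax concentration. Measured by: Fluo4 fluorescence kinetic imaging of calcium. Evaluation: integrated calcium ratio converted to B score.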
hERG rescue – hERG (human) protection from proarrhythmic block; Q12809; CHO-hERG, FluxOR thallium flux, dofetilide IC70 present; activation (rescue from dofetilide block), less the hit threshold, % at 10 µM; 310,000 tested, 0.51% active; AID 1511;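 active = activation above the mean of controls blocked by dofetilide plus 5 SD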;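 also: thallium influx through hERG after potassium depolarization seen as dye fluorescence rise; in these data hits start at about 4.7%; inactives centre near -7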
KCNQ1 block – human KCNQ1 channel inhibition | P51787 | CHO-K1 KCNQ1, FluxOR thallium flux fluorescence; active compounds read high | B-score at 10 µM | 310,000 tested, 1.3% active | AID 2642;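 active = compounds whose thallium flux B-score, printed positive for inhibition, exceeds three library SD while starting fluorescence stays within three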;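 also: channel opened by potassium depolarization with thallium stimulus after 20 min compound exposure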
Target sequence (P51787 whole entry, looked up): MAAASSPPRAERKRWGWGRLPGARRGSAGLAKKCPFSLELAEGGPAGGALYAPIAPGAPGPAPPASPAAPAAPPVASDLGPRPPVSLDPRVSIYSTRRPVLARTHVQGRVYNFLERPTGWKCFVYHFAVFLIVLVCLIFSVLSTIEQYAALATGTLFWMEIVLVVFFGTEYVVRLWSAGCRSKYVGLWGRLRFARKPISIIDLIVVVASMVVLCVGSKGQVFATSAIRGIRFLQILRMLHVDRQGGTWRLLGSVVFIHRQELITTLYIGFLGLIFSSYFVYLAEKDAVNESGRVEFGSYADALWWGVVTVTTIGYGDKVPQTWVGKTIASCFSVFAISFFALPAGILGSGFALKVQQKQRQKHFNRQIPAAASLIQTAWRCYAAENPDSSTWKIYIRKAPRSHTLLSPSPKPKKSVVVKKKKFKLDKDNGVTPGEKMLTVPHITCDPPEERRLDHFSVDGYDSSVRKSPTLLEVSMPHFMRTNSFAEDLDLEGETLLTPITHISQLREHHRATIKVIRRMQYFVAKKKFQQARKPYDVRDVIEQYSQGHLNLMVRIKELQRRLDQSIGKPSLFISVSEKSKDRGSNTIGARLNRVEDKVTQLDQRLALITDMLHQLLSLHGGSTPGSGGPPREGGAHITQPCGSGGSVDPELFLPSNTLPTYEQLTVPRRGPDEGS
GSK3A inh – inhibitors of human GSK-3 alpha kinase; P49840; ADP-Glo luminescence, 60 min; inhibition, % at 10 µM; 320,000 tested, 0.1% active;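 in the data active = inhibition above about 50%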;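 also: GST-tagged GSK-3 alpha with peptide substrate and 25 µM ATP; 0% = DMSO neutral wells and 100% = GW8510 positive control wells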
RGS4 inh – human RGS4 inhibition | P49798 | 310,000 tested, 0.45% active | B-score at 10 µM | HEK293 M3R/RGS4 inducible, Fluo-4 calcium flux; active compounds read high; triggered by carbachol at its EC20;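 active = B-score, a plate-corrected calcium signal, over three deviations above library mean, with baseline fluorescence within five deviations of library mean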;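 also: RGS4 expression induced by doxycycline in cells with stable M3 receptor; B-score is computed from the integrated fluorescence ratio over baseline after carbachol; higher B-score means a larger calcium signal and so more RGS4 inhibition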
Target sequence (P49798 whole entry, looked up): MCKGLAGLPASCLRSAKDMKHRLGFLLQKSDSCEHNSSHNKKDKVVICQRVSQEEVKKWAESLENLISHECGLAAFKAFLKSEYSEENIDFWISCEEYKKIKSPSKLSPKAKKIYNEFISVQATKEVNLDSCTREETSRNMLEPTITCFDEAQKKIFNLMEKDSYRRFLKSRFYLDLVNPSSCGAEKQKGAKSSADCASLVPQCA
DYRK1A inh – blocks rat Dyrk1A kinase activity | Q63470 | ADP-Glo luminescence, NFATc1 peptide | inhibition, % at 12.5 µM | 310,000 tested, 0.43% active; in the data active = inhibition above about 50%;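 also: plate controls were vehicle with enzyme for no effect and no enzyme for full effect; many of its hits are not listed in these tables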
KCNQ1 pot – potentiators or activators of human KCNQ1 potassium channel. CHO-K1 KCNQ1, thallium flux FluxOR fluorescence; active compounds read high. B-score at 10 µM. 310,000 tested, 0.35% active;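 active = fluorescence ratio B-score, a plate-corrected score, at least three library SD, with initial intensity B-score within 5 SD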
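System: CHO-K1 cells stably expressing KCNQ1 / Medium: assay buffer for compound exposure, DMSO matched across wells / Reagent: thallium- and potassium-containing depolarizing buffer / Compound: one concentration, matched DMSO / Incubation: 20 min compound pretreatment at room temperature / Measured by: kinetic FluxOR fluorescence, 10 s baseline plus 110 s post-stimulus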
KCNK9 inh – human KCNK9 channel inhibition; Q9NPC2; 310,000 tested, 1.2% active; AID 488922; HEK293 KCNK9, FluxOR thallium flux fluorescence; active compounds read low; B-score at 10 µM;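 active = ratio B-score over 3 SD below the library mean, with starting fluorescence within 5 SD of its mean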;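 also: negative B-score means less thallium flux so channel inhibition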
GSK3B inh – human GSK3beta kinase inhibition. 300,000 tested, 0.038% active. GST-GSK3beta kinase, ADP-Glo luminescence, 60 min; active compounds read low. activity score (negative = inhibition), % at 10 µM. P49841. AID 2097;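 active = more than half of replicate wells score below -50%, meaning over 50% inhibition versus plate controls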;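 also: 0% = median DMSO wells and -100% = median GW8510 positive control wells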
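Assay system: GST-fused GSK3beta enzyme, cell-free / Medium: Tris pH 7.5 buffer with MgCl2, DTT, BSA, heparin / Also added: peptide substrate plus 25 µM ATP (final) / Compound: 10 µM single point / Timing: kinase reaction with compound 60 min at room temperature / Detection: ADP-Glo luminescence / Benchmarks: DMSO neutral wells and GW8510 at 20 µM as positive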
KCNK3 block – human KCNK3 channel inhibition, primary screen; 340,000 tested, 0.84% active; B-score at 10 µM; CHO-KCNK3 thallium flux, FluxOR fluorescence; active compounds read low; O14649;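 active = B-score under library mean minus 4 SD, starting fluorescence ratio at most library mean plus 5 SD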;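 also: more negative B-score means stronger inhibition of thallium flux through KCNK3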
PolyA inh – blocks polyadenylation in yeast reporter cells. S. cerevisiae SKY197-pL101 polyadenylation reporter, beta-gal luminescence; efflux-impaired pdr1/pdr3 knockout yeast; score 100 = 6 SD above DMSO. calls only at 12 µM. 300,000 tested, 0.02% active;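 active = lowest replicate activity score at least 50, where 100 means six control SD above control mean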;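 also: yeast exposed to compound for 9 h at 30 °C; higher score means more reporter readthrough which indicates perturbed polyadenylation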
An asterisk follows results filed as active; i = inactive; . = not tested or not shown. These rows are one share of the data. The share of hits here may be higher or lower than overall.

SMILES	RGS4 pot	hERG rescue	KCNQ1 block	GSK3A inh	RGS4 inh	DYRK1A inh	KCNQ1 pot	KCNK9 inh	GSK3B inh	KCNK3 block	PolyA inh
COc1ccc(S(=O)(=O)N2CCN(C(=O)NCc3ccc(OC)c(OC)c3)CC2)cc1	i	-8	i	0	i	-9	i	i	-2	i	i
C[C@H](NC(=O)c1ccccc1Cl)C(=O)OCc1cn2cc(Cl)ccc2n1	i	-6	i	-2	i	.	i	i	.	i	i
COC(=O)c1ccccc1NC(=O)CN1C(=O)c2ccccc2C1=O	i	-8	i	5	i	.	i	i	-2	i	i
Cc1nnc(-c2cnn(C)c2N)n1Cc1ccc2c(c1)OCO2	i	-8	i	0	i	5	i	i	3	i	i
COCCNC(=O)C12CC3CC(C1)CC(c1ccccc1)(C3)C2	i	-9	i	-4	i	5	i	i	-1	i	i
O=C(OCc1cc2ccccc2[nH]c1=O)c1ccncc1	i	-3	i	2	i	3	i	i	1	i	i
c1ccc2c(CCNc3ncnc4nc[nH]c34)c[nH]c2c1	i	-27	i	27	i	42	i	i	-1	i	i
COCCN1C2=C(C(=O)CC(C)(C)C2)C(c2ccc(OC)c(OC)c2)C2=C1CC(C)(C)CC2=O	i	-8	i	2	i	-9	i	i	-5	i	i
O=C(O)Cc1cn(Cc2cccc(Cl)c2)c2ccccc12	i	-9	i	-6	i	-1	i	i	0	i	i
Cc1cccc(N2CCN(C(=O)c3cc(S(=O)(=O)N4CCOCC4)cn3C)CC2)c1C	i	-13	i	0	i	5	i	i	-1	i	i
CC[C@@]12C(=O)N(c3cccc(C)c3)C(=O)N1[C@H](c1ccc(OC)cc1)[C@@H]1C(=O)N(C(C)(C)C)C(=O)[C@@H]12	i	0	i	-1	i	3	i	i	-5	i	i
O=C(CCn1c(=S)oc2ccccc21)Nc1cc([N+](=O)[O-])ccc1F	i	-3	i	-1	i	3	i	i	0	i	.
Cc1ccc(NC(=O)c2ccc(F)cc2F)cc1	i	-1	i	0	i	1	i	i	6	i	i
O=C(Nc1ccc2oc(=O)ccc2c1)c1ccc(-c2ccc(Cl)cc2)o1	i	-7	i	0	i	2	i	i	3	i	i
CCCCN(C)C1=CC2=CC(=C(C#N)C#N)CCC2CC1 (stereo not given)	i	-24	i	2	i	-7	i	i	-1	i	i
CCOc1ccc(NC(=S)NN2C(C)CCCC2C)cc1 (stereo not given)	i	0	i	-2	i	5	i	i	-2	i	i
COc1ccc(/C=C2\SC(=O)N(CCNC(=O)C3=COCCO3)C2=O)cc1	i	-15	i	-2	i	-1	i	i	2	i	i
Cc1sc(-n2c(C)cc(/C=C3\SC(=S)NC3=O)c2C)c(C#N)c1C	-11*	-4	i	6	i	-1	9*	i	1	i	i
O=C1NCCCC1C(=O)N/N=C/c1ccc(Cl)cc1 (stereo not given)	i	-8	i	-2	i	11	i	i	0	i	i
CCCOC(=O)/C(=C\c1ccc([N+](=O)[O-])o1)NC(=O)c1ccccc1	i	-4	i	0	i	-1	i	i	-2	i	i
COc1ccccc1-n1cnnc1SC1CCOC1=O (stereo not given)	i	-11	i	-2	i	-3	i	i	3	i	i
Cc1ccc(CSc2ncnc3c2cnn3Cc2ccccc2)cc1C	i	-13	i	0	i	0	i	i	4	i	i
CN(C)C1CCN(C(=O)c2cccc(OC3CCN(S(=O)(=O)N(C)C)CC3)c2)C1 (stereo not given)	i	-7	i	4	i	-3	i	i	4	i	i
Cc1cc(S(=O)(=O)NC2CCCCC2)ccc1OCC(=O)NCC1CCCO1 (stereo not given)	i	-2	i	1	i	3	i	i	1	i	i
CC/C(=N\NC(=S)Nc1ccc(OC)cc1)c1ccc(OC(F)F)cc1	i	0	i	-3	i	-2	i	i	-3	i	i
O=C(Nc1cccc(S(=O)(=O)N2CCCCC2)c1)c1ccc2c(c1)OCO2	i	1	i	0	i	6	i	i	-2	i	i
CCN(CC)S(=O)(=O)c1ccc(NC(=O)CCC2CCCCC2)cc1	i	-7	i	1	i	-1	i	i	2	i	i
O=c1cc(NCc2ccco2)[nH]c(=O)n1-c1ccc(Br)cc1	i	-2	i	-4	i	-5	i	i	-24	i	i
S=c1[nH]nc([C@@H]2C[C@H]2c2ccccc2)n1-c1ccccc1	i	-12	i	2	i	1	i	i	-1	i	i
CCC(NS(=O)(=O)c1ccc(C)cc1)C(=O)N1CCN(c2ccccn2)CC1 (stereo not given)	i	-4	i	-5	i	5	i	i	2	i	i
CCN(CC)C1CCN(C(=O)CCc2nnc(CCCCc3ccccc3)o2)C1 (stereo not given)	i	-8	i	-5	i	-2	i	i	0	i	i
CCN(CC(=O)Nc1ccc2c(c1)OCCO2)Cc1cc(=O)n2ccsc2n1	i	-8	i	-2	i	.	i	i	1	i	i
Cc1ccnc(NC(=O)c2ccc(Cl)c([N+](=O)[O-])c2)c1	i	-8	i	-4	i	1	i	i	3	i	i
Cc1ccccc1C(=O)NC1CCN(CC(=O)NCc2ccc(F)cc2)CC1	i	-1	i	0	i	-2	i	i	2	i	i
O=C(Nc1ccc(Cl)c(C(F)(F)F)c1)[C@@H]1CC=C[C@@H]2CCN(Cc3ccccc3)C(=O)[C@@H]21	i	0	i	1	i	2	i	i	0	i	i
COC(=O)c1ccccc1C(=O)N1CCCC(CCC(=O)NCc2ccc(F)c(F)c2)C1 (stereo not given)	i	-1	i	-1	i	13	i	i	-2	i	i
CC(=O)N1CCc2cc(S(=O)(=O)NCCC(=O)NCCc3ccccc3)ccc21	i	-4	i	-2	i	-9	i	i	-3	i	i
Cc1cc(O)c(/C=N/Nc2ccc(Cl)cc2)c(=O)o1	i	-5	i	5	i	-5	i	i	-3	i	i
CCCOC(=O)c1ccc(NC(=O)c2cc(=O)[nH]c3ccccc23)cc1	i	-8	i	-1	i	-4	i	i	-2	i	i
O=C(c1ccc2nccnc2c1)N1CCCC(N2CCN(c3ccc(F)cc3)CC2)C1 (stereo not given)	i	-7	i	3	i	3	i	i	1	i	i

Records above printed as active in KCNQ1 pot.
molecule | KCNQ1 block | GSK3A inh | RGS4 inh | DYRK1A inh | KCNQ1 pot | KCNK9 inh | GSK3B inh | KCNK3 block | PolyA inh
Cc1sc(-n2c(C)cc(/C=C3\SC(=S)NC3=O)c2C)c(C#N)c1C | i | 6 | i | -1 | 9* | i | 1 | i | i

Further results.
SMILES	RGS4 pot	hERG rescue	KCNQ1 block	GSK3A inh	RGS4 inh	DYRK1A inh	KCNQ1 pot	KCNK9 inh	GSK3B inh	KCNK3 block	PolyA inh
Cc1[nH]c2ccccc2c1C(c1ccccn1)c1c(C)[nH]c2ccccc12	i	-10	i	-1	i	2	i	i	-2	i	i
CSC1=C(C#N)C(c2ccc(C)cc2)C2=C(CCCC2=O)N1 (stereo not given)	i	-2	i	3	i	2	i	i	2	i	i
CCc1cccc(C)c1Nc1nc2ccccc2n2cnnc12	i	-9	i	-1	i	-2	i	i	-2	i	.
Cc1ccc(/C=N/NC(=O)CSc2nc3ccccc3c(=O)n2-c2ccccc2C)s1	i	-2	i	-11	i	-1	i	i	0	i	i
COc1ccc(NC(=O)CSc2nnnn2C)cc1	i	-16	i	1	i	-8	i	i	1	i	i
CC(C)[C@H](NC(=O)[C@H](Cc1ccccc1)n1c(=O)[nH]c2ccccc2c1=O)C(=O)N[C@@H](Cc1ccccc1)C(=O)O	i	-3	i	0	i	-1	i	i	-2	i	i
CNC(=O)c1ccsc1NC(=O)c1ccc(Cl)s1	i	-11	i	6	i	-3	i	i	-1	i	i
CCCCCCCn1ccc(O)c(CC(=O)OC)c1=O	i	-3	i	0	i	3	i	i	2	i	i
O=S(=O)(Nc1nc2ccccc2nc1N1CCN(c2ccccc2)CC1)c1ccc(F)cc1	i	-6	10*	-4	i	3	i	i	1	i	i
COc1ccc(C(CNC(=O)c2ccc(NS(=O)(=O)c3ccc4c(c3)OCCO4)cc2)N(C)C)cc1 (stereo not given)	i	-17	i	-1	i	6	i	i	4	i	i
COc1ccc(C2CC(c3ccc(C)cc3)=NN2C(=O)CCC(=O)O)cc1OC (stereo not given)	i	-9	i	0	i	.	i	i	3	i	i
CC(C)CNC(=O)c1cc(S(=O)(=O)N2CCOCC2)ccc1N1CCCC1	i	-8	i	2	i	-2	i	i	5	i	i
COc1ccc(N2CCN(C(CNC(=O)C(=O)NCc3cccs3)c3ccco3)CC2)cc1 (stereo not given)	i	-10	i	-2	i	-6	i	i	3	i	i
COC(=O)c1ccc(C(=O)OC)c(N)c1	i	-11	i	0	i	.	i	i	2	.	.
O=C(Nc1ccc(Cl)cc1)Nc1cccc2nsnc12	i	-12	i	1	i	15	i	i	0	i	i
CCC(C(=O)NCc1cccnc1)n1nc(C)n2c(cc3occc32)c1=O (stereo not given)	i	-6	i	-8	i	.	i	i	3	i	i
Cc1ccccc1SCc1noc(C(=O)NCC2CCCO2)c1C(=O)O (stereo not given)	i	0	i	-5	i	9	i	i	1	i	i
COc1ccc(N(CC(=O)Nc2c(C)cccc2C)S(=O)(=O)c2ccccc2[N+](=O)[O-])c(OC)c1	i	-8	i	1	i	-5	i	i	-1	i	i
CS(=O)(=O)Nc1ccc(C2=NN(S(C)(=O)=O)C(c3cccs3)C2)cc1 (stereo not given)	i	0	i	-2	i	-1	i	i	-3	i	i
COc1ccc(-n2nc(C(=O)NCC(=O)N3CCN(c4ccccc4F)CC3)c3ccccc3c2=O)cc1OC	i	-11	i	-1	i	3	i	i	0	i	i
CCn1cc(C(=O)N[C@@H](CCSC)C(=O)NCCCn2ccnc2)c(=O)c2cc3c(cc21)OCO3	i	-9	i	12	i	-6	i	i	-1	i	i
O=C(Cn1c(=O)oc2ccccc21)Nc1ccc(F)cc1	i	-4	i	1	i	12	i	i	3	i	i
Cc1n[nH]c(=O)nc1N1CCc2ccccc2C1	i	-1	i	3	i	6	i	i	-4	i	i

Results in KCNQ1 block and hERG rescue (two entries from above):
SMILES	KCNQ1 block	hERG rescue
Cc1ccc(/C=N/NC(=O)CSc2nc3ccccc3c(=O)n2-c2ccccc2C)s1	i	-2
COc1ccccc1-n1cnnc1SC1CCOC1=O (stereo not given)	i	-11
